Assay outcomes from PubChem.
tim23-1 inh – inhibits growth of tim23-1 mutant yeast. S. cerevisiae tim23-1 growth, BacTiter-Glo luminescence, 24 h. inhibition, % at 20 µM. 330,000 compounds, 1.3% hits;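 active means growth inhibition of the mutant yeast at or above 50%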;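 further: temperature-sensitive mutant grown at 25 °C; plate controls were DMSO-treated mutant yeast for no effect and medium wells lacking yeast for full effect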
UPR CHOP act – activators of apoptotic arm of unfolded protein response (CHOP); CHO-CHOP luciferase reporter, UPR activation, luminescence; percent of tunicamycin response over DMSO baseline; activation, % at 10 µM; 330,000 compounds, 0.34% hits; AID 449763;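 active means at 10 µM dose, activation of 40% or more, normalized to positive control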;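 further: 100% = tunicamycin at 10 µg/mL and 0% = DMSO alone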
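Test system: CHO CHOP reporter cells. Input: 500 CHO-CHOP cells per well. Medium: F12 with 10% FBS. Technique: luciferase luminescence. Measure: percent activation relative to tunicamycin control. Dosing: 10 µM compound, 0.5% DMSO. Timing: 16-18 h cell attachment, then 6 h compound exposure, 37 °C.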
Mdm2 MdmX PPI – inhibitors of human Mdm2/MdmX interaction | O15151+Q00987 | SaOS-2 split-luciferase Mdm2/MdmX complementation, luminescence | inhibition, % at 8 µM | 330,000 compounds, 3% hits;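 active means inhibition of at least 50% at 8 µM in the primary screen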
XBP1 UPR activ – activators of adaptive arm of unfolded protein response (XBP1) | CHO-XBP1 luciferase reporter, IRE1-XBP1 UPR activation, luminescence; percent of tunicamycin response, DMSO as zero | activation, % at 20 µM | 330,000 compounds, 0.33% hits | AID 463104;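 active means versus positive control, 20 µM dose yields 30% or more activation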;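 further: 100% = tunicamycin at 10 µg/mL and 0% = DMSO only wells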
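incubation = overnight seeding at 37 °C, 6 h compound treatment at 37 °C | assay system = CHO-XBP1 cells stably carrying IRE1-XBP1-driven luciferase reporter | input = 1000 cells per well | detection = luciferase luminescence | dosing = single point, 20 µM final compound, 1% DMSO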
APJ antagonist – antagonists of human APJ apelin receptor; P35414; CHO-K1 APJ beta-arrestin complementation, luminescence; inhibition, % at 20 µM; 330,000 compounds, 0.32% hits;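 active means inhibition above about 40% at 20 µM, limit read from the data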;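 further: cells challenged with 10 nM apelin-13 agonist together with compound; plate controls were apelin-13 plus DMSO wells for no effect and DMSO wells lacking apelin-13 for full effect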
Target sequence (P35414 whole entry, looked up): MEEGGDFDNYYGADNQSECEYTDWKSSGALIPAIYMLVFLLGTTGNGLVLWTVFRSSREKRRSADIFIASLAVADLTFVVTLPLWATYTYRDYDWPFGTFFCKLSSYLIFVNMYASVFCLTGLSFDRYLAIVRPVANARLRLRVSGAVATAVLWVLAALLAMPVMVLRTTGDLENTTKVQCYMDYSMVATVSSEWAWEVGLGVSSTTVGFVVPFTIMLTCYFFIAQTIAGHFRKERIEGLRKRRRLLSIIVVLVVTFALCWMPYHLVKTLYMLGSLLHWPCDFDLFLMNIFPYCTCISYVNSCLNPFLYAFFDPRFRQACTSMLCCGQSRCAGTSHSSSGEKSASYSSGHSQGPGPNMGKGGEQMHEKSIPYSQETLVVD
EBI2 antag – EBI2 (human) antagonism; P32249; EBI2 beta-arrestin recruitment, luminescence, 7a,25-OHC stimulated; inhibition, % at 5 µM; 360,000 compounds, 0.81% hits; in the data active means inhibition above about 38%;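 further: enzyme fragment complementation signal reports receptor beta-arrestin coupling in cells; 0% = agonist plus DMSO wells and 100% = wells without agonist; some results beyond the cut were filed as inactive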
APJ agonist – activates the human apelin receptor APJ | AID 2520 | CHO-K1 APJ PathHunter beta-arrestin, luminescence; 0% DMSO wells, 100% apelin | 330,000 compounds, 0.11% hits | P35414 | activation, % at 20 µM;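 active means activation more than six SD over the plate average, tested at 20 µM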;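 further: 0% = DMSO alone and 100% = apelin-13 at 10 nM; some results filed as inactive read as strong as hits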
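Material: CHO-K1 APJ beta-arrestin complementation cell line; Input: cell density 1000 per well; Incubation: compound stimulation 90 min at 25 °C, detection 60 min; Signal: luminescence from split beta-galactosidase complementation, Galacton Star/Emerald II substrate; Controls: DMSO-only wells as negative, 10 nM Apelin-13 as positive control.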
CCR6 antagonist – CCR6 (human) receptor antagonism. P51684. inhibition, % at 20 µM. 340,000 compounds, 0.49% hits. CHO-K1 CCR6 PathHunter beta-arrestin, luminescence, CCL20-stimulated;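 active means compounds whose inhibition of the agonist-driven luminescence signal at 20 µM reaches about 50%, limit read from the data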;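 further: cells stimulated with CCL20 at 14 nM final; plate controls were DMSO with CCL20 for no effect and DMSO without agonist for full effect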
Target sequence (P51684 whole entry, looked up): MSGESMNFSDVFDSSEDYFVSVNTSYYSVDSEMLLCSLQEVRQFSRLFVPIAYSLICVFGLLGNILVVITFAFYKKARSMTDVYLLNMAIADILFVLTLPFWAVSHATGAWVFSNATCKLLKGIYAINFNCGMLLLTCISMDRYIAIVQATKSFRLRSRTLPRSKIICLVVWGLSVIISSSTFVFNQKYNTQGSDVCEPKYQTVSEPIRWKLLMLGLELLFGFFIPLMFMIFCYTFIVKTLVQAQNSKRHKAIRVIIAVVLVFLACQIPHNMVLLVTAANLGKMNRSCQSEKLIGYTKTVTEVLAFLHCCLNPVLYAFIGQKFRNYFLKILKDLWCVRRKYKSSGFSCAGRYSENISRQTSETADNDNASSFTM
CXCR6 inh – inhibitors of human CXCR6 receptor | inhibition, % at 20 µM | AID 602244 | 360,000 compounds, 0.36% hits | CHO-K1 PathHunter CXCR6 beta-arrestin, luminescence; in the data active means inhibition above about 34%, passing the limit was not always enough;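 further: antagonist mode with CXCL16 agonist at 10 nM final; 0% = 10 nM CXCL16 with DMSO and 100% = unstimulated wells without agonist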
Target sequence (O00574 whole entry, looked up): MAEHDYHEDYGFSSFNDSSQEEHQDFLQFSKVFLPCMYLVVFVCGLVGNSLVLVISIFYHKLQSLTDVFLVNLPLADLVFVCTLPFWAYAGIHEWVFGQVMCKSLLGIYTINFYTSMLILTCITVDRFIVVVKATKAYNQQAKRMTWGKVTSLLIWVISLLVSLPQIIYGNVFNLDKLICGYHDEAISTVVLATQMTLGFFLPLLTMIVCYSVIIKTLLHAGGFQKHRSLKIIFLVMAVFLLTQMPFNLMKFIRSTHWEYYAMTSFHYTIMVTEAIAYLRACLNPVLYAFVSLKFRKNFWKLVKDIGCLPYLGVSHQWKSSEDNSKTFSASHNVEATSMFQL
Numbers without * were called inactive; / = not tested or not shown. The list is partial. The share of hits here may be higher or lower than overall.

SMILES	tim23-1 inh	UPR CHOP act	Mdm2 MdmX PPI	XBP1 UPR activ	APJ antagonist	EBI2 antag	APJ agonist	CCR6 antagonist	CXCR6 inh
COc1ccc(C(C(=O)NC2CCCC2)N(C(=O)c2snc(C(N)=O)c2N)C2CCCC2)cc1OC (stereo unspecified)	11	-2.6	5	0	-3	3	0	14	2
N#Cc1ccc(C(=O)NC23CC4CC(CC(C4)C2)C3)cc1	26	1.2	2	-2	-12	-4	-1	20	-4
CN(C)/C=N/NC(=O)c1ccc(Cl)cc1	-1	0.0	-1	-3	-2	9	2	-2	-10
Cc1ccc(C2(CCN)CCOC(C(C)C)C2)cc1 (stereo unspecified)	21	0.8	8	-2	10	9	-2	25	-7
COC(=O)Cc1c(C)c2ccc(O)c(CN3CCCC(C)C3)c2oc1=O (stereo unspecified)	12	-2.0	10	-2	22	4	-1	-6	-3
CN(C)CCn1nnnc1SCC1=C(C(=O)O)N2C(=O)[C@@H](NC(=O)Cc3csc(N)n3)[C@H]2SC1	15	0.1	-14	-5	-3	0	8	1	-1
CCCCOc1ccc(CSCCN)cc1Cl	13	3.8	-60	0	-8	3	2	16	-6
CCCN=C1N(CC)C[C@@H]2[C@@H]3C(=O)N(Cc4ccccc4)C(=O)[C@@H]3[C@](Cc3ccccc3)(C(=O)OC)N12	17	-0.6	-15	-4	/	3	/	17	5
CCOC(=O)c1ccoc1CSCC(=O)N1CCN(S(=O)(=O)c2ccc(C)cc2)CC1	24	-0.2	13	-2	24	6	-2	6	8
COc1ccc(C(=O)Cc2cc3cccc(OC)c3oc2=O)cc1	8	4.7	-7	1	12	-7	-4	13	4
CC(=O)Nc1sc(N/N=C\c2ccccc2Cl)nc1-c1cccs1	11	4.7	51*	4	-40	-3	1	46	26
Cn1cnnc1SCCNS(=O)(=O)c1cccc([N+](=O)[O-])c1	-3	1.0	6	-2	4	-5	4	5	-9
CCN1CCC(CNCc2cn(-c3ccc(OC)cc3)nc2-c2ccccc2Cl)C1 (stereo unspecified)	-134	0.8	15	0	-12	9	-1	4	10
CCC(C)Sc1cccc(-c2nc3ccccn3c2NCc2ccccc2)c1 (stereo unspecified)	36	2.8	8	5	-16	-28	6	-9	-3
CC(NC(=O)C1CCN(S(=O)(=O)N2CCCCCC2)CC1)c1ccccc1 (stereo unspecified)	9	-1.2	4	0	17	-4	0	1	-4
O=C1SC(SCc2ccccc2Cl)=N/C1=C\c1ccc(C(=O)O)cc1	19	1.1	7	9	-15	-2	-2	17	11
CC1(C(=O)OCC(=O)NNC(=O)COc2ccc(Cl)cc2)CC1(Cl)Cl (stereo unspecified)	-3	1.4	24	-4	23	32	-1	7	0
O=c1cc(-c2cccc3ccccc23)[nH][nH]1	38	-0.8	2	-3	3	-7	-4	4	-6
CCOC(CCNC(=O)c1cn(CC(C)C)c(=O)c2c1c1ccccc1n2C)OCC	16	0.1	1	-2	0	-9	-3	2	0
O=C(O)c1cccc(OCc2ccccc2Cl)c1	21	-0.9	-78	-1	-6	-1	-1	10	-7
COC(=O)c1sccc1NC(=O)Nc1ccc(C)cc1	44	2.7	29	-1	6	12	4	17	4
COCCNC(=O)CN(c1ccc(C)cc1)S(=O)(=O)c1ccccc1	17	1.1	7	-6	9	-7	-2	5	1
CCN(Cc1ccccc1)C(=O)CN1C(=O)c2ccccc2C1=O	8	-2.0	-4	1	17	9	-3	11	-13
Cc1ccc(C(=O)N2CCN(c3ncccn3)CC2)cc1S(=O)(=O)N1CCCCC1	22	3.5	-2	2	7	9	3	11	-9
Cc1ccn2c(C=O)c(-c3ccc(F)cc3)c(C=O)c2c1	37	-0.4	14	9	-3	1	-2	2	7
Oc1c(C=NCc2ccccc2)sc2ccccc12	25	2.3	-2	3	-53	-1	1	8	-14
COc1ccc2c(c1)[C@@H]1[C@H](CO2)[C@H](c2ccccc2)[C@]2(C)C(=O)NCC(=O)N12	26	0.8	-3	-2	8	3	-2	1	-9
Cc1ccc(NC(=S)NC(=O)C2CC2)cc1Cl	61*	4.9	6	2	-3	12	5	-8	0
COCCCN1C(=O)C(=O)/C(=C(/O)c2ccccc2)C1c1ccc2c(c1)OCO2 (stereo unspecified)	13	1.0	14	-2	-1	-1	0	5	2
COC(=O)c1ccc(NC(=O)c2ccc(N(C)S(C)(=O)=O)cc2)cc1	0	-0.5	7	1	6	6	2	4	-5
Cc1ccc(SCCC(=O)Nc2c(C)n(C)n(-c3ccccc3)c2=O)cc1	-3	-0.2	2	-2	15	5	2	1	-3
CC1(C)CN=C(N(Cc2ccccc2)C(=O)Nc2ccccc2)S1	2	6.2	22	0	1	-20	0	17	-3
COc1cc([N+](=O)[O-])ccc1NC(=O)CCS(=O)(=O)c1ccc2c(c1)n(C)c(=O)c(=O)n2C	-12	4.1	-3	-2	13	-3	-3	5	5
Cc1cc(NC(=O)CCC(=O)N(CC(=O)NC2CCCC2)c2ccccc2)no1	7	-0.5	-5	-3	-5	-7	6	-2	-3
CCN(CC(=O)Nc1ccc(NC(C)=O)cc1)C(=O)c1cccc(S(=O)(=O)N2CCCC2)c1	6	1.6	6	0	-3	-7	-3	-2	-1
CC(=O)c1ccc(S(=O)(=O)NCCc2csc(-c3cccnc3)n2)cc1	-1	0.8	-12	0	9	0	4	-4	-1
CCOc1cc(C(=O)Nc2c3c(nn2C(C)(C)C)CS(=O)C3)cc(OCC)c1OCC (stereo unspecified)	-6	-0.2	17	0	-7	-3	0	-7	1
CCc1ccc(NC(=O)C2CC(=O)N(C(C)C)C2)cc1 (stereo unspecified)	21	2.5	-6	1	-4	-6	6	7	-4
Cc1ccc(-c2c(CC(=O)O)c(C)nc3sc4c(c23)CCCC4)cc1	22	-1.6	-36	-3	20	0	0	-3	2
O=c1cc(COc2ccc(Cl)c(Cl)c2)nc2sccn12	-10	6.4	-4	2	8	-12	-1	8	-5
COc1ccc(Nc2nnc(SCc3cn4c(C)cccc4n3)s2)cc1	18	1.2	31	1	4	7	0	21	11
CC[C@]12c3[nH]c4ccc(OC)cc4c3CCN1C(=O)C(CC(=O)NCC13CC4CC(CC(C4)C1)C3)C[C@@H]2C(=O)N1CCN(C(=O)c2ccco2)CC1 (stereo partly specified)	34	8.8	38	3	/	5	/	11	8
CCC1CCc2[nH]nc(C(=O)O)c2C1 (stereo unspecified)	5	-1.0	-2	2	-8	-14	0	-9	-5
CC(C)(C)CN1CCNC(=O)C1CC(=O)N1CCOc2ccccc2C1 (stereo unspecified)	12	-0.1	-5	-1	4	-3	-1	-7	-1
COc1cc2c(c3oc(=O)cc(CC(=O)O)c13)CCC(C)(C)O2	40	2.3	25	7	13	7	0	17	3
Cc1cc(C)c(S(=O)(=O)NCC2CCC(C(=O)NCc3ccc4c(c3)OCO4)CC2)c(C)c1 (stereo unspecified)	9	0.6	7	-1	-4	40	4	3	6
CCOc1ccc(NC(=O)CC2C(=O)N(C)C(=S)N2Cc2ccc3c(c2)OCO3)cc1 (stereo unspecified)	14	-1.6	10	2	-12	-7	-2	-3	-8
Cc1nn(C)cc1CNC(=O)C1CCC(=O)N(CC2CCCCC2)C1 (stereo unspecified)	-6	1.1	12	-2	13	-4	4	7	6
O=C(CSc1nnnn1-c1cccc(F)c1)NC1CCCCC1	9	-2.4	-4	2	4	-3	-3	10	0
Cc1ccc(-c2onc3ccc(C=O)cc23)cc1	22	-4.8	-18	-6	34	-9	-6	21	1
CCN(C(=O)C1CCCN1S(=O)(=O)c1ccc2c(c1)n(C)c(=O)c(=O)n2C)c1ccccc1 (stereo unspecified)	4	-0.4	-10	-5	11	-10	-3	0	2
COc1ccc(C(=O)Nc2ccc(-c3ccc(NC(=O)c4ccc(OC)cc4)c(OC)c3)cc2OC)cc1	-2	4.7	46	1	-2	-4	-1	11	-8
COc1ccc(NC(=O)Cn2cccc2)c(OC)c1	4	-2.5	-1	-2	-10	-4	-2	-19	13
Cc1ccc(N=Nc2c(C)[nH]n(C(N)=S)c2=O)cc1C	23	1.6	-177	6	19	-2	-1	25	20
N#CCC(=O)N/N=C/c1ccc(OCc2ccccc2)cc1	20	1.6	-13	-1	-8	-14	-2	3	-4
Cc1ccc(NC(=O)C(=O)NCCN2CCN(S(C)(=O)=O)CC2)cc1	2	-1.0	-22	-2	-8	-5	-1	-5	-6
COc1ccc2[nH]cc(C(O)CN3CCN(c4ccccc4F)CC3)c2c1 (stereo unspecified)	24	-2.1	13	0	11	6	-2	-2	-5
COc1cc(/C=N/Nc2nc3ccccc3s2)cc([N+](=O)[O-])c1O	-5	5.2	-5	2	14	11	-2	25	20
Cc1ccccc1OCC(=O)NCC(c1ccco1)N1CCCCC1 (stereo unspecified)	-4	1.9	26	-9	16	7	-4	6	8
COc1ccc(/C=N/n2cc(-c3ccccc3)nc2N)cc1	14	1.9	-12	0	-4	5	-2	7	9
(cont.)
SMILES	tim23-1 inh	UPR CHOP act	Mdm2 MdmX PPI	XBP1 UPR activ	APJ antagonist	EBI2 antag	APJ agonist	CCR6 antagonist	CXCR6 inh
Clc1cccc(CSc2nnc(-c3sccc3-n3cccc3)o2)c1	14	0.5	35	-2	-19	22	-1	28	9
CC1CCc2sc(C(=O)NNS(=O)(=O)c3ccc(F)c(F)c3F)cc2C1 (stereo unspecified)	21	-0.4	-14	0	-19	4	3	-1	2
O=C(N/N=C/c1ccc([N+](=O)[O-])o1)c1ccc2c(c1)OCO2	79*	-1.3	29	-3	-81	-25	5	-7	-13
C/C=C\C(=O)Nc1cccc(C2=NOC3(C2)C[C@@H](C(N)=O)N(C(=O)CC(c2ccccc2)c2ccccc2)C3)c1 (stereo partly specified)	9	-1.5	-2	1	-64	-11	11	1	4
NC(=O)c1ccc(NC(=S)NCc2ccco2)cc1	3	1.8	4	12	12	9	-4	5	-1
O=C(Nc1ccc(S(=O)(=O)NCCc2ccccc2)cc1)c1ccco1	29	-0.4	-31	-2	-2	4	-2	11	-5
CC1CCN(C(=O)c2ccc(NS(=O)(=O)c3ccccc3)cc2)CC1	7	-0.2	21	-6	2	6	-2	9	2
COc1ccc(N2CCN(C3CCCCC3NS(=O)(=O)c3ccc(Cl)cc3)CC2)cc1 (stereo unspecified)	28	1.5	20	-9	18	7	-5	0	1
COc1ccc(Nc2nc(N)nc(CSc3nccn3C)n2)cc1	1	1.7	-15	-2	11	-5	-1	-1	-8
CCOC(=O)[C@@H]1[C@H]2COc3cc(OC)ccc3[C@H]2N2C(=O)N(c3ccc(F)cc3)C(=O)[C@]12C	15	2.6	6	0	-15	-1	-5	11	0

3 entries out of the list above, ordered by the number in APJ agonist, rising:
canonical_smiles | Mdm2 MdmX PPI | APJ antagonist | EBI2 antag | APJ agonist | CCR6 antagonist | CXCR6 inh
CCOC(=O)[C@@H]1[C@H]2COc3cc(OC)ccc3[C@H]2N2C(=O)N(c3ccc(F)cc3)C(=O)[C@]12C | 6 | -15 | -1 | -5 | 11 | 0
COc1ccc(Nc2nc(N)nc(CSc3nccn3C)n2)cc1 | -15 | 11 | -5 | -1 | -1 | -8
CC1CCc2sc(C(=O)NNS(=O)(=O)c3ccc(F)c(F)c3F)cc2C1 (stereo unspecified) | -14 | -19 | 4 | 3 | -1 | 2
